# From PubChem
# T cell HTS – modulates CD8 T cell binding to vesicles; 2C CD8+ T cell-vesicle binding, flow cytometry; active compounds read low; calls only at 7 µM; hit rate 0.068% among 330,000;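 active means response, share of CD8 T cells binding vesicles, and their 90th percentile fluorescence all below set limits, cut at about 80% in these data, passing the limit was not always enough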
#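 Read-out – percent CD8+ FL2 mean versus row control · System – murine 2C transgenic CD8+ T lymphocytes · Times – 1.5 h cell–vesicle binding at 37 °C, then 20 min icy labelling · Control set – naked vesicles low, QL9 vesicles with vehicle high · Detection – cytometric PE anti-B7-1 and Alexa647 anti-CD8 signals after 1% paraformaldehyde fixation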
# Dynein transport – blocks dynein driven cargo transport along microtubules; hit rate 0.47% among 220,000; 3617.4 mouse cells, GR-EGFP nuclear translocation imaging; test concentration mostly 20 µM; stimulated with dexamethasone, 1 µM; active compounds read low; z-score, hits read low;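 active means plate z-score of nuclear minus cytoplasmic receptor signal below a set negative limit, without overly bright fluorescence or cell loss, cut at about -3.5 in these data, passing the limit was not always enough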;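 further: z-score of nuclear minus cytoplasmic ring GR-EGFP intensity difference per well; some compounds called inactive have numbers as strong as hits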
#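 Medium: Induction medium lacking tetracycline, stripped serum | Probe or stimulus: 1.0 µM final dexamethasone stimulus | Schedule: 48 h induction, then 1 h compound, then 30 min agonist, 37 °C | Signal: Automated 10x imaging of fixed Hoechst-stained cells | Evaluation: Per-cell GR-EGFP intensity, nucleus versus surrounding cytoplasmic ring, well-averaged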
# MT stabilizer – microtubule stabilization, imaging screen. HeLa tubulin immunostaining HCS, 24 h; share of cells brighter than vehicle mean+2SD. % tubulin-high responders, % at 10 µM. hit rate 0.83% among 200,000;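 active means plate Z-score above 3 for both tubulin-high and condensed-nucleus cell shares, with cell loss under 80%, at 10 µM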;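 further: anti alpha tubulin signal scored within the nucleus-defined area of each cell; some results filed as inactive read as strong as hits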
# TNAP activation fold – human TNAP enzyme activators, primary screen, biochemical, luminescent, no phosphate acceptor, uHTS (AID 1001) | activation fold at 20 µM; hits with a dose series show EC50 in µM | purified TNAP, luminescent activation assay, no phosphate acceptor; higher activation fold means a stronger effect | hit rate 0.03% among 200,000; in the data active means activation fold from about 3, or a potency from the dose series; inactive means the rest, 99 in 100 with activation fold below about 1.6; further: many of its hits are not listed in these tables
# Lipid droplet – modulators of hepatic lipid droplet formation; inhibition, % at 6.5 µM; AID 1656; AML12 mouse hepatocytes, oleate lipid droplets, BODIPY imaging; hit rate 0.4% among 240,000;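 active means lipid droplet intensity inhibited by at least 50%, with more than 500 cells counted; inconclusive means wells with under 300 cells, treated as cytotoxic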
#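 System: AML12 hepatocytes (mouse). Probe or stimulus: oleic acid at 100 µM to induce lipid droplet formation. Times: overnight treatment with compound plus oleate. Detection: Image-based BODIPY and DAPI two-channel analysis. Evaluation: percent inhibition of filter-corrected integrated lipid droplet intensity per well.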
# human PMI inhibition – inhibitors of human PMI, primary screen, biochemical, fluorescence intensity, coupled assay (AID 1209) | purified PMI enzyme, coupled fluorescence intensity; higher % means a stronger effect | one-dose inhibition, % at 20 µM; IC50 in µM for titrated hits | hit rate 0.42% among 190,000; in the data active means inhibition above about 50%;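 further: plate controls were DMSO vehicle for no effect and wells lacking substrate for full effect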
# b-catenin transl – beta-catenin nuclear translocation modulation. AID 1665. hit rate 0.3% among 190,000. HeLa beta-catenin nuclear translocation, immunofluorescence imaging. nuclear translocation activity, % at 5 µM;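 active means nuclear translocation activity above 50% at 5 µM, with a well cell count of 50 or more; inconclusive means wells under 50 cells across six images, flagged as toxic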;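 further: per-cell ratio of nuclear to cytoplasmic median beta-catenin stain intensity; plate controls were DMSO negative control for no effect and GSK-3 inhibitor IX positive control for full effect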
#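 Test system: human HeLa cells, native beta-catenin. Compound dosing: 5 µM primary single dose, 0.1% DMSO, 0.02–20 µM confirmation series. Incubation: compound exposure 24 h at 37°C. Detection: beta-catenin immunostaining with DAPI counterstain, 20x imaging, 6 fields/well. Read-out basis: Nuclear/cytoplasmic beta-catenin signal ratio, % activation.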
# Ins promoter up – MIN6 insulin promoter up-regulation. MIN6 insulin promoter-GFP reporter, high-content imaging; active compounds read high. z-score at 5 µM. hit rate 0.3% among 190,000. AID 1625;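 active means z-score above 3 at 5 µM with at least 500 cells counted in the well; inconclusive means wells under 500 cells, flagged as cytotoxic or low count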
# Myeloid diff 2 – compounds promoting myeloid differentiation | ER-HoxA9 myeloid progenitors, lysozyme-GFP differentiation, flow cytometry | calls only at 10 µM | hit rate 1% among 360,000 | AID 624256;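 active means normalized GFP-positive differentiation at or above the plate's own cutoff, the solvent-only control mean plus 3 SD; inconclusive means no clear call, values can overlap the other calls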;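 further: cells exposed to compound for four days before flow analysis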
# Dynein transport cytoplasmic EGFP – also measured in Dynein transport; calls as there; z-score; measured here: cytoplasmic GR-EGFP intensity; active compounds read high
# Dynein transport nuclear GR-EGFP – further read-out of Dynein transport, marked with its call; z-score; measured here: nuclear GR-EGFP intensity;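 lower value marks the stronger effect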
# Dynein transport cell count – also measured in Dynein transport; calls as there; z-score; measured here: cell count per field
# Ins promoter up cell count – also measured in Ins promoter up; calls as there; cell count; measured here: cytotoxicity, nuclei count;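 total cells summed across four imaged fields per well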
# Lipid droplet cells 6.5 µM – also measured in Lipid droplet; calls as there; cell count; measured here: cell count, cytotoxicity flag;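 cells counted across two imaged fields per well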
# b-catenin transl cell count 5 µM – recorded beside b-catenin transl, whose call it bears; cell count; measured here: cell count, cytotoxicity flag
# T cell HTS vesicle-bound % – also measured in T cell HTS; calls as there; double positive events, %; measured here: CD8+ vesicle-bound cell fraction;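 binding gate set so that unloaded-vesicle control wells show 10% double positive cells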
# MT stabilizer Hoechst-high % – further read-out of MT stabilizer, marked with its call; % Hoechst-high responders; measured here: nuclear condensation Hoechst responders;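 share of cells brighter than vehicle mean plus two SD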
# MT stabilizer cytotoxicity % – second read-out of MT stabilizer, no call of its own (marks repeat the call); toxicity, %; measured here: cytotoxicity by cell density;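 0% = mean cell density of plate MIN control wells and 100% = no cells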
# Myeloid diff 2 GFP+ MAC1+ % – second read-out of Myeloid diff 2, no call of its own (marks repeat the call); GFP+ MAC1+ double positive, %; measured here: differentiation confirmed by MAC1 staining
# An asterisk follows results filed as active; i = inactive; ? = inconclusive; · = not tested or not shown. An unsorted share of the library. Share with any hit: about 3%.
SMILES,T cell HTS,T cell HTS vesicle-bound %,Dynein transport,Dynein transport cytoplasmic EGFP,Dynein transport nuclear GR-EGFP,Dynein transport cell count,MT stabilizer,MT stabilizer Hoechst-high %,MT stabilizer cytotoxicity %,TNAP activation fold,Lipid droplet,Lipid droplet cells 6.5 µM,human PMI inhibition,b-catenin transl,b-catenin transl cell count 5 µM,Ins promoter up,Ins promoter up cell count,Myeloid diff 2,Myeloid diff 2 GFP+ MAC1+ %
CC(=O)Nc1ccc(C(=O)N/N=C/C2CC3C=CC2C3)cc1 (stereo not drawn),i,11.0,0.366,-0.218,-0.0666,0.0456,5.0,1.9,8.9,1.1,2.5,635,-5.4%,-1.2,1059,-0.45,1241,i,0.9
Cc1cc(=O)oc(C)c1C(=O)N1CCc2c([nH]c3ccccc23)C1C(C)C (stereo not drawn),i,40.1,0.241,-0.252,0.166,0.0854,2.0,4.1,6.0,1,·,·,-1.0%,0.6,1120,-0.39,938,i,2.9
CC(C)OC(=O)CSc1nnc2c(n1)[nH]c1ccc(F)cc12,i,59.2,-0.981,-0.315,-0.127,2.25,3.5,1.4,8.5,1,-3.7,648,-4.6%,-2.0,1126,0.33,1384,i,0.5
O=C(Nc1ncccn1)C1c2ccccc2Oc2ccccc21,i,38.6,0.215,-0.225,0.187,-0.127,2.5,1.8,7.8,1,-2.3,755,-11.3%,·,·,1.15,1234,i,0.9
Cc1ccc(C)n1-c1cc(S(=O)(=O)N2CCOCC2)ccc1N1CCCC1,i,19.2,-0.409,-0.176,-0.0416,0.417,2.0,1.1,5.2,1.1,·,·,9.8%,1.4,1104,-0.31,870,i,5.1
CCOC(=O)NNC(=O)c1ccc(Cl)cc1,i,25.7,-0.57,-0.177,0.183,0.227,2.4,2.5,2.8,1.1,·,·,6.3%,0.3,1368,0.48,1335,i,0.8
COc1ccc(C(C)C)cc1S(=O)(=O)Nc1ccccn1,i,44.9,0.847,0.0907,1.12,-0.706,1.0,1.3,11.9,1.1,4.8,743,11.3%,2.0,1066,1.47,828,i,1.4
S=C(Nc1ccccc1Cl)N(CCCN1CCOCC1)Cc1ccco1,i,51.2,1.5,-0.231,1.15,-1.72,1.5,1.6,4.3,0.9,-10.9,529,0.4%,0.9,1094,-4.9,665,i,0.6
CC(=O)N/N=C(\C)c1ccc2c(c1)OCCO2,i,52.2,-1.32,-0.355,-0.693,1.65,2.8,1.2,6.0,1,-21.5,732,12.8%,7.6,773,0.28,1012,i,0.2
Cc1cc(C)n(Cc2ccc(C(=O)NCCC3=CCCCC3)o2)n1,i,2.0,0.932,-0.271,0.501,-0.619,5.9,2.9,7.1,1.1,·,·,11.9%,4.0,1378,-0.13,1155,i,2.0
COc1ccccc1-c1nc(-c2ccc(Br)cc2)no1,i,29.5,0.958,0.284,1.03,-0.222,4.0,1.7,3.0,1.1,·,·,7.5%,1.8,1098,-1.24,941,i,1.1
O=S(=O)(/C=C/c1ccccc1)N1CCN(c2ccccc2)CC1,i,45.7,-0.75,0.157,-0.196,-0.257,1.1,2.8,12.5,1.1,·,·,-1.9%,-7.5,966,-0.35,1233,i,0.5
O=C(CSc1nnnn1-c1ccccc1)Nc1nsc(-c2ccccc2)n1,i,19.7,0.0935,-0.213,-0.63,0.978,4.5,2.2,8.7,1,0.6,683,7.5%,-1.0,1037,0.62,1329,i,5.5
O=C(O)[C@H](CSCc1ccccc1)NS(=O)(=O)c1ccc(F)cc1,i,43.0,-1.17,-0.102,-0.337,1.13,2.9,2.4,7.8,1.1,14.1,695,6.5%,0.9,899,0.14,1337,i,1.1
Cc1cccc(NC(=O)CC2SC(=O)N(c3ccccc3)C2=O)c1 (stereo not drawn),i,20.2,-0.409,-0.132,-0.291,-0.156,2.7,2.4,3.1,0.8,18.0,810,4.3%,-0.8,1219,-0.24,989,i,1.4
CCOc1ccc2ccccc2c1/C=N\NC(=O)OC,i,12.2,-0.454,-0.151,-0.0623,0.809,4.5,1.6,6.8,1,-2.1,678,-9.7%,0.0,477,0.34,1330,i,0.4
Cc1cccc(C)c1NC(=O)COc1ccc2c(C)c(Cc3ccccc3)c(=O)oc2c1,i,18.3,0.155,-0.189,0.381,-0.568,5.6,3.2,7.3,1,6.0,596,9.1%,-0.7,1152,-0.34,1359,i,0.3
O=C(O)c1ccc2ncsc2c1,i,32.9,0.17,-0.272,-0.326,-0.185,·,·,·,·,8.0,681,·,0.2,1279,0.05,1295,i,0.6
O=S(=O)(Nc1ccc2c(c1)nc1n2CCOC1)c1ccccc1,i,40.7,0.697,-0.149,0.575,-1.23,5.7,1.9,2.6,1.1,2.5,665,4.9%,-1.6,1110,-0.09,1869,i,1.6
COc1cccc2oc(-c3ccco3)cc(=O)c12,i,14.7,-0.222,-0.288,0.357,0.206,4.3,4.2,5.4,1,-3.3,638,-9.5%,·,·,-0.02,1066,i,1.3
Cc1ccc(-n2c3c(cc(C(=O)NCCCN4CCOCC4)c2=O)C(=O)CC(C)(C)C3)cc1,i,59.1,·,·,·,·,·,·,·,1.1,-0.8,645,5.8%,0.4,918,1.8,1461,i,1.5
O=c1[nH]c2c(s1)C(c1cccnc1)C1C3CCC(C3)C1S2 (stereo not drawn),i,32.5,-0.208,-0.844,-0.28,-0.016,·,·,·,·,-17.4,698,·,0.3,1298,-0.09,965,i,0.6
CNc1[nH]ncc1[N+](=O)[O-],i,55.3,-1.25,-0.228,-0.686,1.23,1.2,1.7,0.1,1,6.4,690,-8.8%,0.0,1088,0.45,1330,i,0.4
Cc1ccc(Nc2nc3nonc3[nH]c2=O)cc1Cl,i,42.6,-0.307,-0.322,-0.248,0.946,4.0,1.5,6.9,1.1,-12.8,724,-19.6%,0.7,1127,·,·,i,0.2
CCOC(=O)N1CCN(C(=O)CSc2nc3c(cnn3-c3ccc(Cl)cc3)c(=O)[nH]2)CC1,i,25.4,-1.1,-0.165,-0.48,0.174,2.2,1.6,5.1,1,3.7,648,9.6%,-0.2,1175,-0.44,1370,i,2.5
COc1ccc(N2CCN(C(=O)Nc3ccccc3Cl)CC2)cc1,i,30.2,0.945,-0.294,0.863,-0.278,2.4,2.1,10.2,1,-12.2,712,11.8%,-0.6,904,1.34,1450,i,0.3
Nc1ccc(-n2nncc2-c2ccco2)cc1,·,·,0.65,-0.253,0.0335,0.378,5.5,2.3,4.2,1.1,0.5,762,9.4%,2.9,1149,·,·,i,3.0
COC(=O)CCC(=O)NC(=S)Nc1ccc(S(=O)(=O)N2CCCC2)cc1,i,52.1,-0.102,-0.242,0.0666,-0.858,2.2,1.9,4.3,1.1,17.0,709,-2.6%,0.5,1086,·,·,i,0.2
CCCC12CN3CCN(CC(C3)/C1=N\NC(=O)c1ccccc1N)C2,i,45.3,0.662,-0.152,0.537,0.323,2.6,2.8,4.4,1.1,13.4,711,4.3%,-2.7,1144,0.02,1419,i,1.2
Cc1ccc2c(c1)sc1nc(=O)n(-c3cccc(Cl)c3)c(=O)n12,i,54.2,0.475,-0.219,0.579,0.314,1.9,1.4,8.5,1.1,·,·,10.9%,-0.3,933,0.33,1434,i,0.4
CCCc1ccc(C(=O)NNc2ccc(F)cc2)cc1,i,31.1,-0.389,-0.239,-0.301,0.892,·,·,·,·,-2.0,684,·,5.1,1010,-0.99,1381,i,0.9
CCOC(=O)C(NC(=O)C1CCCN1C(=O)OCc1ccccc1)C(=O)OCC (stereo not drawn),i,52.5,-1.31,-0.166,-0.356,0.162,3.7,1.6,8.4,1.1,-13.5,704,-0.8%,-0.9,1197,·,·,?,·
CSc1cccc(NC(=S)N(Cc2ccccc2)Cc2cccnc2)c1,i,52.7,-0.282,-0.312,0.643,-0.0192,1.1,1.7,8.6,1.1,-44.5,629,2.5%,-0.7,1097,-0.48,1108,i,0.4
O=C(c1ccccc1)N1CN2CN(C(=O)c3ccccc3)CC([N+](=O)[O-])(C2)C1,i,21.9,0.0891,-0.257,0.00778,0.566,1.8,1.9,3.4,1,-23.9,600,11.1%,-2.0,1093,-0.05,1579,i,0.4
N#Cc1ccc(Oc2cc(C(F)(F)F)nc(-c3ccccn3)n2)cc1,i,10.5,-0.16,-0.355,0.358,0.782,6.1,1.5,2.4,1.1,·,·,2.2%,-4.9,874,0.27,1485,i,0.9
